# From PubChem
# CHO parental Ca: ATP-evoked calcium signal inhibitors, parental CHO, primary screen, counter-screen for OX1R antagonist project, cell-based, fluorescence, Fluo-8 calcium dye. parental CHO-K1, ATP-induced calcium, Fluo-8 fluorescence. inhibition, % at 5.6 µM. AID 463079, 2010. 330,000 tested, 0.63% active;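 active means inhibition above that plate's mean sample inhibition plus 3 SD, cut at about 26% in these data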;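 further: 0% = ATP-challenged DMSO wells and 100% = DMSO wells without ATP; some compounds past the cut are filed as inactive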
#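 Material: parental CHO cells / Compound: single nominal dose of 5.6 µM per compound / Signal: Fluo-8 fluorescence / Replicates: singlicate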
# CHO-K1 Ca antag: nonselective inhibitor or artifact in parental CHO-K1 cells; ATP-induced calcium, Fluo-8 fluorescence; inhibition, % at 3 µM; 360,000 tested, 0.6% active; AID 602250;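 active means inhibition above a per-plate cutoff, the plate's mean sample inhibition plus 3 SD, cut at about 24% in these data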;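 further: 0% = DMSO plus EC80 ATP and 100% = DMSO alone without ATP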
# OXTR agonist: human OXTR agonists, primary screen, fluorescence, CHO-OTR cells, Fluo-8 calcium. Oxytocin receptor (Homo sapiens), P30559. Fluo-8 calcium fluorescence; normalized: DMSO 0%, oxytocin 100%. activation, % at 3 µM. 320,000 tested, 0.32% active. AID 2435, 2010;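 active means activation above the mean of all tested compounds plus 3 SD, cutoff set per screening run, cut at about 20% in these data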;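 further: peak over basal fluorescence ratio from a 100 s FLIPR kinetic read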
# Target sequence (P30559 whole entry, looked up): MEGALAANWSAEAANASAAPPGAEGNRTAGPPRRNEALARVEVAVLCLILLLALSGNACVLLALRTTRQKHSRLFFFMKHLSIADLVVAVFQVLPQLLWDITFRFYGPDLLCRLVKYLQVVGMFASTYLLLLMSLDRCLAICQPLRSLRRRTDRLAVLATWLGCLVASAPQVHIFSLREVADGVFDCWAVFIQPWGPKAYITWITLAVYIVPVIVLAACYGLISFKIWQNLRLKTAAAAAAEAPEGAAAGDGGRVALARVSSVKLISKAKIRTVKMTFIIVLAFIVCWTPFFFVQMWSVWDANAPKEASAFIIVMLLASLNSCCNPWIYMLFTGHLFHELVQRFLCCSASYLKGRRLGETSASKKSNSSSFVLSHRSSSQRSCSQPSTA
# GPR7 antagonist: GPR7 receptor antagonists, primary screen, cell-based, fluorescence, single concentration; 290,000 tested, 1.1% active; Neuropeptides B/W receptor type 1 (Homo sapiens), P48145; GPR7-expressing cells, fluorescence antagonist assay; AID 1861, 2009; inhibition, % at 4.4 µM; in the data active means inhibition above about 16%, passing the limit was not always enough;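 further: cells stimulated with the agonist NPW; 0% = agonist with vehicle and 100% = vehicle without agonist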
# Target sequence (P48145 whole entry, looked up): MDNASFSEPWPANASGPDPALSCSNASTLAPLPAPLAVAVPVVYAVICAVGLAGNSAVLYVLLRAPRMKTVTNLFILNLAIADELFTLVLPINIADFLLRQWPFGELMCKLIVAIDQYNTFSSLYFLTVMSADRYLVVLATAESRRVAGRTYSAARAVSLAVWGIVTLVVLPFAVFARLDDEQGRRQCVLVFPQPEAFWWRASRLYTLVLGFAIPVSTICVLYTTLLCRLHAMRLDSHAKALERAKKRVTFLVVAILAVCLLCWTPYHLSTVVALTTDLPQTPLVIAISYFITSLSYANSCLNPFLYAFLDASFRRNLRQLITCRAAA
# CHO-K1 Ca ag: counter-screen for M1 agonists: effect in parental CHO-K1 cells | Fluo-8 calcium fluorescence; scaled to maximal ATP response, vehicle zero | activation, % at 3 µM | 360,000 tested, 0.48% active; in the data active means activation above about 15%;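 further: untransfected CHO-K1 host cells lacking M1 receptor as counterscreen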
# OXTR potentiator: human OXTR potentiators, primary screen, fluorescence, CHO-OTR cells, Fluo-8 calcium; Fluo-8 calcium fluorescence, potentiator mode; 0% = oxytocin EC15, 100% = EC100; activation, % at 3 µM; 320,000 tested, 0.061% active; AID 2445, 2010;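 active means activation above that plate's cutoff, the mean activation of tested compounds plus 3 SD, cut at about 6.6% in these data, passing the limit was not always enough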;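 further: 100% uses oxytocin at 75 nM as the full agonist control; some results filed as inactive read as strong as hits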
#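 assay system = CHO-OTR cells, human receptor | schedule = compound 6 min at room temperature before oxytocin, 100 s read | detection = Fluo-8 intracellular calcium fluorescence, ex 470-495, em 515-575 nm | evaluation = normalized max/min fluorescence ratio, % activation | control set = EC15 oxytocin alone as 0%, 75 nM oxytocin (EC100) as 100%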
# M1 PAM parental: nonselective calcium activators in parental CHO-K1 cells, primary screen, counter-screen for M1 PAM project, cell-based, Fluo-8 calcium fluorescence, full deck, 1536-well. ATP EC20; 0% at ATP EC20, 100% at ATP max. AID 602247, 2012. activation, % at 3 µM. 360,000 tested, 0.02% active;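 active means activation above the run cutoff, the mean activation of all test compounds plus 3 SD, cut at about 40% in these data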;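 further: peak over basal fluorescence ratio in a 140 s read after ATP addition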
# TAAR1 antagonist: human TAAR1 antagonists, primary screen, Fluo-8 calcium fluorescence, CHO RD-HGA16 cells | Trace amine-associated receptor 1 (Homo sapiens), Q96RJ0 | antagonist | inhibition, % at 3 µM | 360,000 tested, 1.5% active | AID 624466, 2012;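 active means inhibition above a per-plate cutoff, the mean inhibition of test compounds on that plate plus 3 SD, cut at about 49% in these data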;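 further: 0% = DMSO plus EC80 beta-PEA response and 100% = DMSO alone without agonist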
# Target sequence (Q96RJ0 whole entry, looked up): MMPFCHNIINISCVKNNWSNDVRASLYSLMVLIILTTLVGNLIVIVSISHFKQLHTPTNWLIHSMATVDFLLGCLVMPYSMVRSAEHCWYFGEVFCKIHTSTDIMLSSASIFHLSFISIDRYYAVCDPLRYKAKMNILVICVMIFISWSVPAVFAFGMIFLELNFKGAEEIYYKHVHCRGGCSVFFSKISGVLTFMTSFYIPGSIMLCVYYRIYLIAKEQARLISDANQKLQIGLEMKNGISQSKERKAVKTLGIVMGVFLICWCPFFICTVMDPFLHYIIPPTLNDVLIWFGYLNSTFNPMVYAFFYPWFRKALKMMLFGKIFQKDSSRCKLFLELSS
#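 Test system – hTAAR1-expressing CHO RD-HGA16 cells, Gα16-coupled · Also added – β-PEA at EC80 concentration, post-compound challenge · Compound – 3 µM, single point · Incubation – dye loading 75 min at 37 °C, then 30 min room temperature · Measured by – Fluo-8 intracellular calcium dye fluorescence, real-time kinetic reads · Benchmarks – vehicle and agonist controls · Replicates – singlicate, one well per test compound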
# V1R ag counter: agonists of human V1a receptor, primary screen, counter-screen for OXTR agonist project, fluorescence, CHO-V1R cells | Fluo-8 calcium fluorescence, agonist mode; 0% DMSO, 100% 3 nM vasopressin | Vasopressin V1a receptor (Homo sapiens), P37288 | activation, % at 3 µM | 320,000 tested, 0.25% active;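 active means activation above the mean activation of all tested compounds plus 3 SD, per screening run, cut at about 20% in these data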;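 further: signal is peak over basal fluorescence ratio across a 100 second FLIPR read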
# Starred values were filed as active, the others as inactive; · = not tested or not shown. Not a hit list (roughly 3.5% active in at least one column).
SMILES,CHO parental Ca,CHO-K1 Ca antag,OXTR agonist,GPR7 antagonist,CHO-K1 Ca ag,OXTR potentiator,M1 PAM parental,TAAR1 antagonist,V1R ag counter
COc1ccc(C(=O)NCc2cnn(C)c2)cc1OC1CCN(C(C)C)CC1,-7,12,1.2,2,-0.3,0,-15,-10,0.8
CCOc1ccc(N(CC(=O)Nc2ccc(OC)cc2)S(C)(=O)=O)cc1,-4,-7,0.9,-7,0.4,-5,18,-15,0.6
COc1cc(C(N)=O)cc(Cl)c1OC,-1,2,0.8,-7,-0.2,-2,2,2,1.1
COc1ccc(NC(=O)c2cc3ccc4c5ccccc5[nH]c4c3cc2O)cc1,2,-11,0.2,2,0.6,-20,-2,2,1.8
COc1ccc(-c2cc(C(F)(F)F)nc(SCCC(=O)NCc3ccco3)n2)cc1,-22,·,-0.5,-18,·,-2,·,-2,0.0
ON=C(c1ccccc1)c1ccc2c3c(cccc13)CC2,·,5,·,·,0.1,·,-5,-17,·
COc1ccc(-c2noc(COc3ccc4c(c3)OCO4)n2)cc1OC,1,-7,0.3,-4,0.5,-17,12,-13,5.5
COc1ccc(C2=NN(C(=O)CCC(=O)O)C(c3ccccc3)C2)cc1 (stereo unspecified),·,-8,·,-9,0.3,·,9,0,·
O=[N+]([O-])c1ccc(NN=C(C2CC2)C2CC2)c([N+](=O)[O-])c1,·,-12,·,·,1.5,·,14,6,·
CN(C)c1cccc(NC(=O)Cc2ccc(F)cc2)c1,-13,-1,-0.8,-5,0.3,-7,9,0,-0.3
O=C(Nc1ccc2c(c1)OCCO2)C1CCN(S(=O)(=O)Cc2ccccc2)CC1,-20,-5,1.8,-6,1.6,-13,17,2,0.0
Cc1cc(C)c2c(n1)nn1c(NCCOCCO)cc(C)nc21,8,-3,0.1,-9,-0.3,-6,-8,10,-0.1

# 3 entries picked at random from those above:
SMILES,CHO parental Ca,CHO-K1 Ca antag,OXTR agonist,GPR7 antagonist,CHO-K1 Ca ag,OXTR potentiator,M1 PAM parental,TAAR1 antagonist,V1R ag counter
O=C(Nc1ccc2c(c1)OCCO2)C1CCN(S(=O)(=O)Cc2ccccc2)CC1,-20,-5,1.8,-6,1.6,-13,17,2,0.0
CN(C)c1cccc(NC(=O)Cc2ccc(F)cc2)c1,-13,-1,-0.8,-5,0.3,-7,9,0,-0.3
COc1ccc(-c2cc(C(F)(F)F)nc(SCCC(=O)NCc3ccco3)n2)cc1,-22,·,-0.5,-18,·,-2,·,-2,0.0

# Next part.
SMILES,CHO parental Ca,CHO-K1 Ca antag,OXTR agonist,GPR7 antagonist,CHO-K1 Ca ag,OXTR potentiator,M1 PAM parental,TAAR1 antagonist,V1R ag counter
Cn1c(=O)n(C)c2cc(/C=N/n3cnnc3)ccc21,-2,-2,1.6,-6,0.4,-1,7,-13,-0.6
CN1CCC2(CC1)N=C(c1ccc(F)cc1)C(=S)N2C(=O)c1ccccc1,-2,10,0.2,6,0.0,-3,-12,1,1.0
CC(=O)Nc1ccc(S(=O)(=O)NCCC(=O)NNC(=O)c2ccncc2)cc1,1,3,0.3,·,0.3,-4,4,-8,0.4
CCOc1ccccc1-c1nc2c(s1)CCc1onc(-c3ccc(OC)cc3)c1-2,-1,-12,0.6,·,0.4,0,4,-14,0.8
CCOc1ccc(N(CC(=O)Nc2cc(OC)cc(OC)c2)S(=O)(=O)c2c(C)[nH]c(=O)[nH]c2=O)cc1,-8,-9,0.1,6,0.3,-10,22,-29,0.7
CN(Cc1ccccc1)C(=O)c1ccc(Nc2nc(C(N)Cc3ccc(C(F)(F)F)cc3)cs2)nc1 (stereo unspecified),·,-2,·,·,2.2,·,10,75*,·
Cc1cccc2cc(C3CC(c4cccs4)=NN3C(=O)CCC(=O)O)c(Cl)nc12 (stereo unspecified),-10,-9,3.5,-6,0.3,-3,22,-6,3.1
CCOc1ccc(OCCOCCN2CCOCC2)cc1,-12,2,1.1,-3,0.8,4,-2,22,-0.2
CC(=O)Nc1ccc(NC(=O)C(C)OC(=O)CNS(=O)(=O)c2cccc(Cl)c2)cc1 (stereo unspecified),3,-12,0.9,5,0.1,-2,17,5,-1.2
CCOC(=O)N1CCN(S(=O)(=O)c2ccc3c(c2)CCN3C(=O)C2CCC2)CC1,-4,-7,-0.6,6,0.5,-5,10,·,0.9
CCC(=O)/C=C1/Sc2ccc(OC)cc2N1CCO,0,4,-0.8,-9,1.2,-12,16,8,-0.7
O=C(NNCc1ccccc1)c1ccccc1,·,-11,·,·,2.8,·,7,-4,·
COc1cc(C)c(C(C)C)cc1S(=O)(=O)n1ccnc1,-3,-4,-0.1,-6,-0.2,-2,18,3,0.8
Cc1ccc(/C=N/NC(=O)Cc2cccs2)o1,-1,7,0.0,-11,-0.2,1,-12,5,-0.1
Cc1ccc(S(=O)(=O)Nc2c(NC3CCCCC3)c3ccccc3oc2=O)c(C)c1,-24,-19,-0.6,-34,-0.2,-6,24,·,-0.8
COc1ccccc1Oc1ccc2c(c1)C(=O)N(c1ccc(O)cc1)C2=O,29,-7,26*,-3,1.5,-18,14,3,7.3
CSc1ccccc1-n1nnnc1SCC(=O)Nc1ccccc1C,-5,-4,-0.1,-7,5.8,-9,15,16,1.9
COc1ccc(C(C(=O)NCc2ccccc2)N(Cc2ccc3c(c2)OCO3)C(=O)c2cnccn2)cc1 (stereo unspecified),-12,-6,0.3,2,3.4,-9,2,23,1.1
O=C(CN1CCN(c2ccccn2)CC1)Nc1cccc(F)c1,-14,·,-0.8,-5,·,-7,·,-9,1.5
CC(NS(=O)(=O)c1ccc(Cl)c(Cl)c1)C(=O)Nc1cccnc1 (stereo unspecified),-15,18,2.9,·,0.8,-7,-23,-32,2.1
COc1ccc(OC)c(NC(=O)CSc2nc3cccnc3n2C)c1,-17,3,1.2,-10,1.9,-3,10,6,2.4
Cc1ccc(NC(=S)NCCc2ccccc2)nc1,-20,-9,0.5,-15,-0.8,-24,-4,2,-1.2
COc1cc(OC)cc(-c2cc3nc4c(c(N5CCN(c6ncccn6)CC5)n3n2)CCCC4)c1,-24,-23,-1.3,-12,1.8,-9,14,18,0.1
CCNc1nc(SCC(=O)Nc2ccccc2)nc(N2CCOCC2)n1,-15,-14,0.1,-15,0.1,6,12,6,0.8
Cc1cc(N2CCC(N(C)C3CCCC3)CC2)nc2cc(O)ccc12,-3,-5,0.5,-3,0.2,-4,18,20,1.2
Cc1ccc(-n2c(SCC(=O)N3CC(=O)Nc4ccccc43)nc3ccccc3c2=O)cc1,-15,0,4.4,27*,5.5,-7,35,25,2.2
COC(=O)c1ccc(COc2ccccc2/C=C(\C#N)C(=O)Nc2c(C)cc(C)cc2C)cc1,-33,3,-0.3,-2,0.0,-1,-7,11,0.5
Brc1cc2c(cc1C1OCCO1)OCO2,·,1,·,·,-0.1,·,-1,-16,·
COc1cc(OC)cc(C(=O)OCC(=O)NC(C)CCc2ccccc2)c1 (stereo unspecified),-14,-8,-0.9,3,-0.4,-10,-2,-6,2.3
COc1ccc(-c2oc3c(c2C#CC(C)(C)O)C(OC)CCC3)cc1 (stereo unspecified),·,-20,·,·,-0.4,·,-3,-14,·
O=C(Nc1cccc(Cl)c1)Nc1nnc(CSCCOc2ccc(Cl)cc2)s1,-19,2,0.3,-2,0.2,-3,9,18,0.3
CCN1C(=O)C(CC(=O)Nc2ccc(F)cc2)N(Cc2ccco2)C1=S (stereo unspecified),-7,-8,0.0,0,1.8,-21,23,-22,1.9
Cc1cn([C@H]2C[C@H](O)[C@@H](/C=C/C(=O)NCCC(C)C)O2)c(=O)[nH]c1=O,·,-16,·,·,0.7,·,14,-3,·
CC(C)(C)c1ccc(OCC(=O)Nc2ccc(C(=O)Nc3ccccc3C(=O)O)cc2)cc1,5,0,0.0,-19,0.1,-7,9,-46,0.2
COc1cc(C(=O)NC(=S)Nc2ccc([N+](=O)[O-])cc2)cc(OC)c1OC,-14,-3,0.2,-10,0.4,-14,1,-3,2.0
COc1ccc(-c2nc(NC(=O)Cn3c(=O)oc4ccccc43)sc2C)cc1,-9,1,1.0,-9,0.9,-4,9,-6,1.5
N=C(N)c1ccc(/C=C/c2ccc(C(=N)N)cc2O)cc1,-7,-8,0.6,-9,0.0,5,13,3,1.6
O=c1[nH]n2c(C(F)(F)F)cc(C3CC3)nc2c1N=Nc1ccccc1,-8,-3,0.2,-4,0.6,6,13,-10,1.4
Cc1c(S(=O)(=O)NC2CCCCC2)c(=O)n(C)c(=O)n1C,-1,6,-0.2,·,0.2,-6,5,14,0.3
CN(Cc1ccccc1)Cc1c[nH]c2ccccc12,-11,-10,1.9,1,0.1,0,18,3,1.5
COc1ccc(NC(=O)COc2ccc(C(=O)NC3CCCc4ccccc43)cc2OC)cc1 (stereo unspecified),-17,5,-0.1,-5,0.0,-6,13,-7,-0.1
COc1ncccc1-c1nnn(-c2ccc(F)cc2)n1,-10,13,-2.1,-17,-0.6,5,-25,3,0.2
O=C(Nc1cccc2ccccc12)c1ccc2sc([C@H]3C[C@H](O)[C@@H](CO)O3)nc2c1,·,1,·,·,2.4,·,-10,25,·
COc1ccc(C)cc1NC(=O)C(Sc1nnc(Nc2cc(C)ccc2OC)s1)c1ccccc1 (stereo unspecified),5,-2,0.0,-12,-0.3,-4,-6,-11,0.1
Nc1ccc(N2CCN(c3ccc(F)cc3)CC2)cc1,1,-3,-0.2,1,0.2,-4,22,3,5.1
O=C(c1ccc(NS(=O)(=O)c2cccc([N+](=O)[O-])c2)cc1)N1CCN(C(=O)c2ccco2)CC1,1,-6,-0.6,·,-0.7,-5,-9,7,-0.1
CCN(CC)Cc1c(C(=O)N/N=C/c2cccs2)nnn1-c1nonc1N,-24,8,-1.0,-7,-0.1,-6,1,-35,0.8
COc1ccccc1C(=O)NNC(=O)c1ccc(C)cc1,-7,-5,0.4,-7,0.0,-6,14,-3,1.4
COc1ccc(C(=O)Nc2ccc(NC(=O)c3ccccc3F)cn2)cc1,5,-12,4.7,-3,2.9,-5,15,6,5.3
FC(F)(F)Oc1ccccc1C(c1nnnn1-c1ccc2c(c1)OCCO2)N1CCN(C/C=C/c2ccccc2)CC1 (stereo unspecified),·,-9,·,·,0.2,·,8,0,·
Cc1ccc(N2C(=O)/C(=C/c3ccco3)SC2=S)cc1,12,-2,-2.4,-1,0.0,-3,2,0,-0.1
Cc1cc(C(=O)N/N=C/c2cccnc2)c(C)o1,-19,-4,-0.1,3,-0.5,-2,8,8,1.1
